# RAD52 anneal inh – RAD52 DNA annealing inhibitors, primary screen, biochemical, FRET, single point, set 2; DNA repair protein RAD52 homolog (Homo sapiens), P43351; recombinant RAD52 DNA annealing, FRET fluorescence; inhibition, % at 18.7 µM; 360,000 compounds, 0.46% hits; AID 651710, 2012;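 active means every replicate showing at least 50% inhibition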
# E-sel inducer – E-selectin induction in HUVECs, primary screen, imaging, HUVEC, immunofluorescence imaging, single point. P16581. normalized: neutral wells 0, TNF-alpha wells 100. activation, % at 7.58 µM. 260,000 compounds, 0.37% hits. AID 686992, 2013;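 active means mean E-selectin-positive cell signal at least 10% of the positive control, reached in at least 60% of replicates, without over 20% cell loss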;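 further: in these data hits start at about 27%; measured in HUVEC primary endothelial cells; signal is the percent of cells scored E-selectin positive by PE staining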
#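 Assay system: HUVEC, human umbilical vein endothelial cells / Amount: 3,000 HUVEC/well / Controls: TNF-alpha positive control, DMSO neutral control / Compound dosing: single concentration / Medium: EGM-2 over gelatin coat / Evaluation: percent E-selectin-positive cells / Signal: immunofluorescence imaging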
# RAD54 inh – inhibitors of human RAD54 branch migration, primary screen, biochemical, fluorescence, single point | DNA repair and recombination protein RAD54-like (Homo sapiens), Q92698 | RAD54 Holliday junction branch migration, FAM/BHQ fluorescence | inhibition, % at 10.4 µM | 360,000 compounds, 0.14% hits;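 active means mean normalized replicate activity at least 40 and at least half of replicates scoring 40 or more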;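 further: 0% = median of neutral control wells and 100% = median of positive control wells; inhibitors cause a drop in the FAM fluorescence signal; in these data hits start at about 50%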
# Target sequence (Q92698 whole entry, looked up): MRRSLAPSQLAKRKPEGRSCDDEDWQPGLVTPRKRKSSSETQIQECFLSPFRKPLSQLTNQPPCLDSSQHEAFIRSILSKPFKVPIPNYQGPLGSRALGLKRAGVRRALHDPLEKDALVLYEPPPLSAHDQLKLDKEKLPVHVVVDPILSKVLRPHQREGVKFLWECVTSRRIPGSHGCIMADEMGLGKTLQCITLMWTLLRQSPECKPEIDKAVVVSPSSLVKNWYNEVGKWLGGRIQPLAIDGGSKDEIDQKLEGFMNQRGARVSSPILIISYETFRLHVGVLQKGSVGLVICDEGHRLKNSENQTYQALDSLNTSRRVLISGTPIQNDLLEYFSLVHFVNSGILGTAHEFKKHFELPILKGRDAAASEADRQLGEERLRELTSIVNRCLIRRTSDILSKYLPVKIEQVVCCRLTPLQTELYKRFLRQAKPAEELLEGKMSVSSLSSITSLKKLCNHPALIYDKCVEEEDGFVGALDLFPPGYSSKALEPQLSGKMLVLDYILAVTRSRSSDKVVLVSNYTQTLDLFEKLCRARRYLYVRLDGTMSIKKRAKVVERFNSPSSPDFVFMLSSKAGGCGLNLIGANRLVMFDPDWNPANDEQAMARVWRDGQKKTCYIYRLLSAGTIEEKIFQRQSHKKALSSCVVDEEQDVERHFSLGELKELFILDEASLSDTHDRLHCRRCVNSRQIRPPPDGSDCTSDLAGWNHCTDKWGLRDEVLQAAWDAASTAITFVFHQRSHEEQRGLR
# Xi reactivation – activators of inactive X chromosome reactivation, primary screen, imaging, XiGFP fibroblasts, GFP high-content imaging, set 2. XiGFP mouse fibroblasts, % GFP-positive cells imaging, 3 d; cells co-treated with 5-aza-dC sensitizer; scaled so ellipticine positive control = 100%. activation, % at 7.58 µM. 360,000 compounds, 0.055% hits;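 active means mean normalized replicate activation at least 10% and every replicate at or above 10%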;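 further: 0% = median of on-plate neutral control wells and 100% = ellipticine 6 µM median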
#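 System: 68-5-11 XiGFP fibroblast line; Timing: 3 days compound exposure; Compound dosing: one concentration, pinned; Benchmarks: positive control ellipticine, 6 µM final; Buffer or medium: DMEM containing 5-aza-dC.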
# FN deposit inh – inhibitors of fibronectin matrix deposition, primary screen, AH1F cells, Alexa488-fibronectin fluorescence, plate reader; 350,000 compounds, 0.086% hits; AID 743247, 2014; AH1F fibroblasts, overnight; inhibition, % at 12.6 µM;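 active means mean inhibition across replicates of 30% or more, regardless of how many single replicates reach that level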;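 further: positive control wells lacked labelled fibronectin entirely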
#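 Test system: AH1F fibroblast monolayer depositing Alexa488-labelled fibronectin into matrix. Input: 10000 cells per well. Technique: fluorescence, ex 485 nm, em 525 nm. Buffer or medium: DMEM plus 2% serum, read in PBS. Timing: 1 h cell adhesion before compound, then overnight fibronectin incubation. Compound: single dose, pinned. Read-out basis: inhibition from reduced deposited-fibronectin fluorescence.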
# S100A4 MyoIIA – inhibitors of S100A4-myosin IIA peptide binding, primary screen, biochemical, fluorescence polarization, TAMRA-MyoIIA peptide; Protein S100-A4 (Homo sapiens), P26447; inhibition, % at 10.7 µM; 360,000 compounds, 0.14% hits; AID 652163, 2013;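 active means mean inhibition of at least 70% across replicates, with every replicate also reaching that level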
# Target sequence (P26447 whole entry, looked up): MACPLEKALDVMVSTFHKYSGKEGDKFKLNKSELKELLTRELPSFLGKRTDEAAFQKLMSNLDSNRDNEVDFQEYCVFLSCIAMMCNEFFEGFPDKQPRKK
#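 assay system = human S100A4 monomer with TAMRA-labelled myosin IIA peptide | also added = labelled myosin peptide probe, 5 nM | incubation = 5 min between mix addition and reading | control set = DMSO and TFP controls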
# esBAF inh – Bmi1 luciferase reporter increase in mESCs, primary screen, esBAF inhibitor project, mouse ES cells, Bmi1 luciferase knock-in, single point; 24 h; 100% = twice the neutral-well signal; reporter increase, % at 12.5 µM; 350,000 compounds, 2% hits; AID 602393, 2012; in the data active means activation above about 40%;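 further: 0% = median of the plate's neutral control wells and 100% = double that signal; a rise in the Bmi1 reporter signal indicates esBAF inhibition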
# EWS-Fli block – EWS/Fli-driven NR0B1 reporter inhibitors, primary screen, A673 cells, NR0B1 luciferase, luminescence, MLPCN library. viability-normalised. AID 651661, 2012. 350,000 compounds, 0.67% hits. inhibition, % at 12.6 µM;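 active means mean inhibition of at least 50% after viability correction, with every replicate also passing that limit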;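 further: firefly luciferase signal divided by Alamar Blue viability fluorescence both relative to DMSO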
# Starred values were filed as active, the others as inactive; . = not tested or not shown; & = joins results of further samples.
SMILES,RAD52 anneal inh,E-sel inducer,RAD54 inh,Xi reactivation,FN deposit inh,S100A4 MyoIIA,esBAF inh,EWS-Fli block
O=C(NCCc1ccc(F)cc1)c1ccc(S(=O)(=O)N2CCCC2)cc1,-7,.,.,0.0,1,-2,-4,0
Cc1oc(-c2ccc(Cl)cc2)nc1CS(=O)CC(=O)NCCCN1CCOCC1 (stereo not given),-9,.,-7,0.1,-10,-2,-4,0
C/C=C/c1ccc(C2[C@H]3CNC[C@@H]2N3S(=O)(=O)c2ccccc2OC)cc1 (stereo not given in full),5&3,2.3&-0.6,.,0.1&0.0,1&5,-14&-4,.,47&4
COc1ccc(C#Cc2ccc([C@H]3[C@H]4CN(S(=O)(=O)c5ccccc5)CCCCN4[C@H]3CO)cc2)cc1,-12,0.4,-7,0.4,.,123*,36,-26
COC(=O)CCC(=O)N1CCCC(C(=O)c2ccc(Cl)cc2C)C1 (stereo not given),4,0.1,-6,0.0,-5,5,-1,8
O=C(CNc1ccccc1)Nc1cccc2ccccc12,-3,0.1,-2,0.2,3,-4,0,-10
CCOC(=O)c1[nH]cnc1C(=O)N1CCC(C)CC1,-5,-0.4,1,0.1,8,-7,-1,8
Cc1ccc(C)c(CN2CCC(CNC(=O)CCc3nnc4ccc(N5CCCCC5)nn34)CC2)c1,-17,.,6,0.3,0,-8,1,6
Cc1ccc(NC(=O)N2CCCC2C(=O)NCc2ccc(Cl)cc2)cc1 (stereo not given),-14,2.0,-17,0.0,-1,0,8,2
Cc1ccc(C(=O)Nc2ccccc2Oc2ccccc2)o1,-11,.,1,0.1,-7,2,.,.
Cn1cnc(S(=O)(=O)N2C[C@H](O)COC[C@@H]3O[C@@H](CC(=O)NCc4cc(F)cc(F)c4)CC[C@H]32)c1,6,0.1,0,0.0,-8,3,-2,-1
CCCCn1c(N)c(N(CC(C)C)C(=O)CSCC(=O)Nc2ccc(OC)cc2)c(=O)[nH]c1=O,-6,0.0,-3,0.0,-7,-5,-4,-4
COc1ccc(NC(=O)CNC(=O)CC23CC4CC(CC(C4)C2)C3)c(OC)c1,-17,-0.3,8,-0.1,1,-5,1,0
O=C(Nc1nc(-c2ccccc2)cs1)c1ccc2c(c1)S(=O)(=O)c1ccccc1C2=O,-4,1.9,.,-0.1,-3,0,.,7
Cc1sc2nc(CSC(C)C(=O)Nc3ccc(Cl)cn3)[nH]c(=O)c2c1C (stereo not given),-10,-0.1,0,1.8,1,37,0,-5
CCCNC(=O)N1C[C@H](C)[C@H](OC)CN(C)C(=O)c2cc(NS(C)(=O)=O)ccc2OC[C@@H]1C,12,-0.1,-7,-0.3,5,4,3,-2
Cc1ccn(S(=O)(=O)c2ccc(N3CCCC3=O)cc2)n1,-9,.,1,0.0,8,0,-5,6
CCN1[C@H](C(=O)NCc2ccccn2)[C@@H](CO)[C@@H]2Cn3c(ccc(C4=CCCC4)c3=O)[C@@H]21,-81,0.3,-12,0.4,.,6,-4,2
CN1CCc2c(OCC(=O)N3CCC(Cc4ccccc4)CC3)cccc2C1=O,-38,.,.,0.1,.,-6,.,16
COC(=O)C(C(=O)Nc1nc2ccccc2s1)C1CCCC1 (stereo not given),-12,.,12,0.0,8,-20,-1,1
Cc1cc(C)cc(OC(C)C(=O)NCCCn2ccnc2)c1 (stereo not given),2,-0.1,.,0.2,-4,-2,0,3
COc1cccc(C(=O)CC(C#N)c2ccc(F)cc2)c1 (stereo not given),1,.,5,.,.,-6,1,.
CCOc1ccc(N2CC(C(=O)Nc3ccncc3)CC2=O)cc1 (stereo not given),-3,0.9,2,0.3,10,4,-7,0
COC(=O)c1ccccc1NC(=O)NC1CCCCC1,-3,.,.,0.0,0,1,.,-31
Cc1ccc(-n2c(SCC(=O)Nc3ncc(Cl)cc3Cl)nc3ccccc32)cc1,-11,.,-12,-0.1,-4,2,.,-6
CO[C@H]1CN(C)C(=O)c2cc(NC(C)=O)ccc2OC[C@@H](C)N(C(=O)c2ccccn2)C[C@@H]1C,9,0.2,-8,0.1,-1,-30,-4,1
O=C(NCc1cccnc1)c1cn(-c2ccccc2)nc1-c1ccccc1,-6,.,.,0.1,3,5,.,-12
CCS(=O)(=O)Nc1ccc2c(c1)C(=O)N(C)C[C@H](OC)[C@H](C)CN(CC1CCCCC1)[C@H](C)CO2,4,-0.3,13,-0.1,-7,0,-2,-7
CO[C@@H](CN(C)Cc1nccs1)[C@@H](C)CN([C@@H](C)CO)S(=O)(=O)c1ccc(F)cc1,8,0.4,-1,0.5,-6,4,-5,-4
COc1cccc(NC(=O)N(C)C[C@@H]2OCc3ccccc3-c3ccccc3C(=O)N([C@H](C)CO)C[C@H]2C)c1,-2,-3.2,13,1.5,0,-6,4,3
Cc1cc(C)nc(NS(=O)(=O)c2ccc(NC(=O)Cc3ccc(F)cc3)cc2)n1,-13,.,7,-0.2,6,10,-2,13
C[C@@H]1CN([C@H](C)CO)C(=O)c2cc(NC(=O)Nc3ccc(F)cc3)ccc2O[C@H]1CN(C)CC1CCCCC1,3,0.0,-4,0.2,.,6,-6,1
COC(=O)c1cc(C#N)c(N2CCOCC2)nc1C,-11,.,3,0.0,0,-2,-9,6
COc1ccc(C(C)=O)cc1CSc1nnc(Nc2ccc(C)cc2C)s1,-23,.,.,0.0,-9,-10,.,-9
Cc1noc(C)c1S(=O)(=O)Nc1ccc2c(c1)C(=O)N([C@H](C)CO)C[C@H](C)[C@@H](CN(C)C(=O)C1CCCCC1)OCCCC[C@@H](C)O2,-8,-0.2,10,0.0,.,4,-3,-3
CC(=O)N(O)CCCCCNC(=O)CCC(=O)N(O)CCCCCNC(=O)CCC(=O)N(O)CCCCCN,-10&-7,0.1,9&6,0.0,2,-1&-1,-4&0,2&0
Cc1ccc(C(=O)N2CCCC(Nc3ccc(F)c(F)c3)C2)cn1 (stereo not given),-20,-1.6,-7,0.7,4,-12,-5,-2
C[C@H](CO)N1C[C@H](C)[C@H](CN(C)S(=O)(=O)c2ccccc2)Oc2ncc(C#CC3(O)CCCC3)cc2C1=O,6,0.0,-1,-0.2,.,13,3,-2
O=C(NCc1ccco1)C1Cc2c(-c3ccccc3Oc3ccccc3)ccnc2O1 (stereo not given),-9,0.1,5,0.3,-9,-1,2,0
CCC(=O)N(C)C[C@H]1Oc2cc(C#CCC3CCCC3)ccc2S(=O)(=O)N([C@H](C)CO)C[C@@H]1C,-1,0.0,-5,-0.4,.,4,-1,10
Cc1ccc(-c2nnc(-n3ncc(C#N)c3N)c3ccccc23)cc1C,-9,1.3,.,0.1,11,-5,.,-6
CCN1CCN(c2ccc(S(=O)(=O)N3CCCCC3)cc2NC(=O)Cc2ccccc2)CC1,-1,.,0,0.0,9,-6,0,-1
Cc1ccc(S(=O)(=O)N2CC(C(=O)O)=CC[C@H]2c2ccc3c(c2)OCO3)cc1,-19,0.0,11,0.0,0,17,-13,-1
COc1ccc(/C=N\NC(=O)CC(=O)Nc2cccc(Cl)c2)cc1OC,5,.,.,-0.2,5,3,.,-18
Cc1nc2ccccc2c2oc(C(=O)NCCCN3CCCC(C)C3)cc12 (stereo not given),17,.,38,0.3,5,-1,-1,-9
O=C(NCc1ccccc1)c1cc(C2CCCN(C(=O)C3CCCCC3)C2)on1 (stereo not given),-13,1.3,-3,0.3,-8,7,-7,-3
O=C(NCCCN1CCOCC1)c1cccnc1,1,6.1,0,0.0,5,-6,.,-30
O=C(NNC(=O)c1cccc2ccccc12)c1ccc(Cl)cc1Cl,2,-0.1,5,0.1,10,6,61*,-56
Cc1ccc(S(=O)(=O)CCC(=O)NC2CCCCC2)cc1,-10,2.2,-5,0.3,-1,6,5,-8
O=C(N[C@@H]1CC[C@H](CCNS(=O)(=O)Cc2ccccc2)O[C@@H]1CO)c1cnccn1,-6,0.1,-5,0.6,9,-5,-2,-2
C[C@@H]1CN([C@@H](C)CO)C(=O)Cc2cc(NC(=O)Nc3ccccc3)ccc2O[C@@H]1CN(C)S(=O)(=O)c1ccccc1,8,-0.1,-20,0.0,.,4,2,1
COc1ccc(-c2ccc(SC)nn2)cc1,-6,.,4,0.0,.,-4,-60,58*
C[C@H](CO)N1C[C@H](C)[C@@H](CN(C)Cc2ccc(-c3ccccc3)cc2)Oc2ncc(-c3cccnc3)cc2C1=O,35,0.4,-5,-0.3,.,4,-5,69*
CC(CCc1ccccc1)NC(=O)C1CCN(S(=O)(=O)c2ccc(F)cc2)CC1 (stereo not given),-7,.,-4,0.0,-4,-1,-2,2
COc1ccc(NC(=O)Nc2ccc3c(c2)C(=O)N([C@H](C)CO)C[C@@H](C)[C@@H](CN(C)S(=O)(=O)c2ccc(C)cc2)O3)cc1,1,0.4,-1,0.1,.,-9,-1,-5
CCn1cc(C(=O)N[C@H](C(=O)NCCN2CCOCC2)C(C)C)c(=O)c2cc3c(cc21)OCO3,-12,.,-10,0.0,-5,0,-4,.
CCOC(=O)CN1CCS(=O)(=O)CC1,-9,2.2,.,0.2,1,2,.,2
Cc1cccc(C)c1-n1nnnc1C1c2ccccc2C(=O)N1CCC(C)C (stereo not given),-14,-0.3,.,0.1,1,0,.,14
O=C(C[C@@H]1CC[C@H]2[C@@H](COC[C@H](O)CN2C(=O)Nc2ccc(Cl)cc2)O1)NCc1ccncn1,17,-0.1,5,0.0,-31,-1,-6,-6

# Screening results from PubChem BioAssay.
